High-throughput results: PubChem, several laboratories
hK5 inh: inhibitors of human kallikrein 5 | inhibition, % at 5 µM | recombinant hK5, fluorogenic AMC substrate cleavage | actives 0.59% (n = 210,000) | Q9Y337;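 active = inhibition of 40% or more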;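 also: 0% = enzyme controls without compound and 100% = no-enzyme blanks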
Target sequence (Q9Y337 67-293 limits assumed): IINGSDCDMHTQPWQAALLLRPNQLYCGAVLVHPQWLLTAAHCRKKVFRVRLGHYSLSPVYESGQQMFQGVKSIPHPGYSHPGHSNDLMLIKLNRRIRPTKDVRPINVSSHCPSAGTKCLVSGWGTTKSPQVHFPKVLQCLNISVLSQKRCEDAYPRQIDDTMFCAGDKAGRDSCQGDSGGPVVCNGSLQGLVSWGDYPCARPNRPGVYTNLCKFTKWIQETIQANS
Wee1 degr inh: inhibitors of human Wee1 degradation; actives 1.2% (n = 220,000); P30291; reporter increase, % at 5 µM; HeLa Luc-Wee1K328M stability, luciferase luminescence; 100% = proteasome inhibitor MG132 effect;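 active = activation above the mean of all tested compounds plus 3 SD, set per screening run, cut at about 8.8% in these data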;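 also: cells exposed to compound for 20 h before luminescence read; 0% = DMSO alone and 100% = MG132 at 30 µM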
thrombin 1536: inhibitors of human thrombin; AID 1046; actives 0.26% (n = 220,000); inhibition, % at 5 µM; alpha-thrombin, Boc-VPR-AMC fluorogenic substrate cleavage; P00734;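 active = inhibition at or above 40%; inactive = inhibition below 40%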;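 also: 0% = enzyme with no compound and 100% = wells without enzyme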
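Test system: human alpha-thrombin; medium: pH 7.5 Tris-saline with Tween 20; times: reaction at room temperature; signal: AMC fluorescence at 355 nm excitation and 460 nm emission; also added: Boc-VPR-AMC substrate, 15 µM final; dosing: one concentration per compound, 5 µM, with 0.2% DMSO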
14-3-3 Bad inh: disrupts binding of bovine 14-3-3 zeta to phospho-Bad peptide. TR-FRET 14-3-3zeta/Dy647-pBad peptide displacement, 1 h. inhibition, % at 21.7 µM. actives 0.71% (n = 220,000). AID 781;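 active = inhibition above about 70%, limit read from the data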;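 also: 0% = full 14-3-3 plus peptide FRET controls and 100% = background without 14-3-3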
FXIIa inh 1536: factor XIIa (human) inhibition | purified FXIIa, Boc-QGR-AMC fluorogenic substrate, 2 h | inhibition, % at 5 µM | actives 0.3% (n = 220,000); in the data active = inhibition above about 40%;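 also: 0% = enzyme with no compound and 100% = blank without enzyme; many of its hits are not listed in these tables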
Hck-Nef inh: inhibitors of human Hck kinase activated by Nef | P08631 | inhibition, % at 20 µM | Recombinant Hck-YEEI plus Nef, Z-Lyte FRET kinase assay | actives 0.68% (n = 220,000);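 active = Hck-Nef kinase inhibition above about 50%, limit read from the data; inactive = inhibition below that limit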;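 also: 0% = DMSO with Hck plus Nef and 100% = Hck alone without Nef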
FXIa inh: factor XIa (human) inhibition | P03951 | actives 0.14% (n = 220,000) | inhibition, % at 5 µM | purified FXIa, Boc-Glu-Ala-Arg-AMC fluorogenic substrate;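 active = inhibition of at least 40%; inactive = inhibition below 40%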;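 also: fluorescence of freed AMC excited at 355 nm; 0% = enzyme without compound and 100% = no enzyme blank; many of its hits are not listed in these tables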
Runt-SMMHC FRET: blocks binding of human RUNX1 Runt domain to CBFb-SMMHC; Q01196+Q13951; Cerulean-Runt/Venus-CBFb-SMMHC FRET ratio 530/480, 1 h; inhibition, % at 20 µM; actives 0.74% (n = 220,000);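 active = mean inhibition across duplicate retests at 20 µM reaching about 50%, limit read from the data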;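 also: 0% = DMSO wells and 100% = wells with excess untagged CBFb-SMMHC; inhibitors lower the FRET ratio by blocking Runt binding to CBFb-SMMHC; some results filed as inactive read as strong as hits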
Target sequence (Q01196 whole entry, looked up, the tested form may be a part): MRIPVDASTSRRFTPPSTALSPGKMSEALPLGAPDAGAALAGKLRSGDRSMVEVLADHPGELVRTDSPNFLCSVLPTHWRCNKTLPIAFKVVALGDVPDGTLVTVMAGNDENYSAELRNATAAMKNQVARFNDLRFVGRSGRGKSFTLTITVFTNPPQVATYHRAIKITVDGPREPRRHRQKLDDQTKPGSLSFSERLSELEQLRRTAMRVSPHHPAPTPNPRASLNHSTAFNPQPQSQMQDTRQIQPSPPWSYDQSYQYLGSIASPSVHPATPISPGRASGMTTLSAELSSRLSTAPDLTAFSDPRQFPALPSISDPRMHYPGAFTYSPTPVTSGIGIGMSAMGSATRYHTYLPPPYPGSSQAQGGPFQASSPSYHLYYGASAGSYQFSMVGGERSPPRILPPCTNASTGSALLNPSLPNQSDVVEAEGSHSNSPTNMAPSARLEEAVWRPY
Target sequence (Q13951 whole entry, looked up, the tested form may be a part): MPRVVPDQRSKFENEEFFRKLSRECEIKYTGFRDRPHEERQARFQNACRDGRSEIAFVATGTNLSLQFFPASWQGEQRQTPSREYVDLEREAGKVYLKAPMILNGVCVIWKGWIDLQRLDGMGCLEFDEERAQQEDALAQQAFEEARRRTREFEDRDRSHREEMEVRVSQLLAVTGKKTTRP
Runt-CBFb FRET: Runt domain-CBFb interaction inhibition | Cerulean-Runt/Venus-CBFb FRET ratio 530/480, 1 h | inhibition, % at 20 µM | actives 0.46% (n = 220,000) | AID 1496;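 active = inhibition over about 50% at 20 µM in the single-dose screen, limit read from the data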;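 also: 0% = DMSO wells and 100% = excess unlabeled CBFb competitor control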
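test system = Cerulean-tagged RUNX1 Runt domain (FRET donor) fusion protein | reagent = Venus-CBFb binding partner, 100 nM | incubation = protein complex preformed 1 h, compound exposure 1 h, room temperature, dark | detection = FRET fluorescence | read-out basis = loss of energy transfer signal | controls = 5 µM unlabeled CBFb as full-inhibition high control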
Numbers without * were called inactive; . = no result given; [ ] = remark or other dose.

SMILES	hK5 inh	Wee1 degr inh	thrombin 1536	14-3-3 Bad inh	FXIIa inh 1536	Hck-Nef inh	FXIa inh	Runt-SMMHC FRET	Runt-CBFb FRET
CC(NS(C)(=O)=O)C(c1cccs1)N1CCN(c2ccc(F)cc2)CC1 (stereo not given)	-2	-2	2	-17	12	2	-1	-3	1
COc1ccc(S(=O)(=O)N(C)C)cc1NC(=O)COC(=O)c1nn(C)c(=O)c2ccccc12	-2	-3	-3	-3	8	-7	-3	-4	0
O=S1(=O)C=C(SCc2ccc(Cl)c(Cl)c2)Nc2ccccc21	6	-3	3	-3[fluorescence artefact?]	9	-2	1	-4	0
CCCCC(=O)Nc1ccc(C(=O)NCCc2ccc(S(N)(=O)=O)cc2)cc1	0	1	-8	4	12	-34	1	0	-3
COc1ccc(Nc2nc(N)nc(CSc3nnc(C)s3)n2)cc1	2	-2	3	2	15	-6	11	-3	-2
N#CCCn1[nH]c(-c2ccccc2)cc1=O	-6	2	-3	-6[fluorescence artefact?]	-1	2	2	-2	1
Cc1ccc(C(=O)Cn2nnc3ccccc32)cc1C	-15	4	-6	15	6	1	2	-6	4
O=C1N/C(=N/N=C/c2ccccc2O)SC1Cc1ccc(F)cc1 (stereo not given)	-1	-3	-2	1	5	17	-2	1	1
O=C(Cc1noc2ccccc12)NNC(=S)Nc1ccc(Cl)cc1	-14	-3	6	-15	7	15	-4	1	5
COCC(=O)Nc1ccc(N(C)C)cc1	4	1	0	-9	7	-1	4	1	9
Cc1cccc(N(CC(=O)NCCSCc2ccco2)S(=O)(=O)c2ccccc2)c1	-13	2	-3	-5	1	-1	-2	-3	-4
CC(C)(C)c1ccc2c(c1)OC(C(=O)N/N=C\c1ccccn1)CO2 (stereo not given)	-26	2	-3	-7[fluorescence artefact?]	1	1	4	0	-4
O=C(O)c1cccc(Nc2ncnc3sccc23)c1	-11	2	-4	-2	-3	-3	-6	0	1
COc1ccc(CCNC(=O)CN(c2cc([N+](=O)[O-])ccc2OC)S(C)(=O)=O)cc1OC	-55	2	-5	-5	0	-9	-9	-4	1
C/C(CCC1CC(C)OC1=O)=N\NC(N)=O (stereo not given)	-1	2	-8	-1	3	14	-3	-4	0
CC1CN(S(=O)(=O)c2ccc(NC(=O)CCCN3C(=O)c4ccccc4C3=O)cc2)CC(C)O1 (stereo not given)	0	0	-8	-1[fluorescence artefact?]	2	1	-7	2	0
COc1ccccc1C(=O)N1CCc2ccccc21	-3	6	1	3[fluorescence artefact?]	15	1	21	2	-2
O=C(CSc1cccc[n+]1[O-])c1cc(Cl)ccc1Cl	-1	1	0	-15	12	19	-1	-4	0
O=[N+]([O-])c1c(C(Cl)Cl)nn(-c2ccc(Cl)cc2)c1N1CCCCC1	-8	0	-2	7	9	1	-3	1	-2
O=C(Nc1cccc(Br)c1)c1ccc(Cl)c(S(=O)(=O)N2CCOCC2)c1	-9	-1	5	3	8	8	2	2	-2

Exported with values under each structure: 2 of the compounds above
Second line of a record: hK5 inh | Wee1 degr inh | thrombin 1536 | 14-3-3 Bad inh | FXIIa inh 1536 | Hck-Nef inh | FXIa inh | Runt-SMMHC FRET | Runt-CBFb FRET
> O=C(O)c1cccc(Nc2ncnc3sccc23)c1
→ -11 | 2 | -4 | -2 | -3 | -3 | -6 | 0 | 1
> CC(C)(C)c1ccc2c(c1)OC(C(=O)N/N=C\c1ccccn1)CO2 (stereo not given)
→ -26 | 2 | -3 | -7[fluorescence artefact?] | 1 | 1 | 4 | 0 | -4

(cont.)
SMILES	hK5 inh	Wee1 degr inh	thrombin 1536	14-3-3 Bad inh	FXIIa inh 1536	Hck-Nef inh	FXIa inh	Runt-SMMHC FRET	Runt-CBFb FRET
Cc1cc(C)c(OCCN(C)C)c(Cl)c1	-1	-4	0	52	8	15	16	2	0
O=C(Nc1ccc(N2CCCC2)c(Cl)c1)c1cccs1	-4	-3	-4	-4	1	19	-3	4	12
O=C(Nc1ccc(Cl)cc1F)c1ccccc1Br	-4	-1	-5	1	-5	3	-5	-5	-1
O=C(Nc1cccc([N+](=O)[O-])c1)C1CC(=O)N(C2CCCCC2)C1 (stereo not given)	5	0	-7	-12	12	19	2	2	2
O=C(O)CCCNC(=O)CCCNC(=O)C(c1ccccc1)c1ccccc1	-16	0	-8	16	1	6	-6	-4	0
O=C(/C=C/c1ccccc1Cl)c1ccccc(=O)c1O	7	1	-2	-4[fluorescence artefact?]	10	28	4	-10	7
CN1CCN(CC(=O)Nc2ccc(Cl)cc2Cl)CC1	5	-3	-4	-4	3	-7	19	-3	0
N=C1C(=O)OCC1c1ccccc1NC(=O)c1ccc(F)cc1 (stereo not given)	-6	-1	4	6	4	0	2	1	0
CC1(C)CC(=O)C(CC(=O)Nc2cc(C(F)(F)F)ccc2Cl)C(=O)C1	.	5	0	-1	11	0	2	1	-3
CCOc1ccc2c(C)nc(NC3=NC(C)(C)C=C(C)N3)nc2c1	-31	0	1	6[fluorescence artefact?]	2	10	0	1	-2
Cc1ccc(/C=C2\SC(=S)N(c3cccnc3)C2=O)cc1	-5	-2	-16	8	5	11	-10	5	5
COC(=O)c1ccc(NC(=O)CN(c2ccc3c(c2)OCO3)S(C)(=O)=O)cc1	-18	1	-7	-2	3	2	-4	-2	3
Cc1ccc(C)c(NS(=O)(=O)c2cc(C(=O)NCCSC3CCCCC3)ccc2C)c1	9	-3	2	5	15	0	2	2	-3
COc1cc(/C=C/C(=O)O)cc(S(=O)(=O)Nc2ccc3c(c2)OCO3)c1OC	-1	-1	-10	-1	7	9	-4	3	3
COC(=O)c1sc(N)c(C(=O)OC)c1CSc1nnc(-c2ccccc2Cl)n1C	4	-1	2	2	4	3	6	2	0
CC(C(=O)N(C)Cc1ccccc1)N1CCN(C/C=C/c2ccccc2)CC1 (stereo not given)	-3	-2	-8	57	6	18	-1	-1	-3
Cc1ccc(Nc2c(F)c(F)c(F)c(F)c2C(=O)O)cc1	3	13*	1	-1	4	8	5	2	-1
CCOC(=O)C1CCN(C(c2ccccn2)c2c(C)[nH]c3ccccc23)CC1 (stereo not given)	9	4	9	-8	24	0	19	1	6
Cc1ccc(S(=O)(=O)n2nc(C)c(C#N)c2N)cc1	18	-1	-2	-2	10	2	-2	1	-2
O=C(NNc1ccccc1)C(CCO)C(=O)NNc1ccccc1	-6	-1	-11	-9	.	-11	-7	-1	3
O=C(O)c1ccc(S(=O)(=O)c2ccc3c(c2)C(=O)N(c2ccc(O)cc2)C3=O)cc1	1	-3	1	2	9	34	1	-1	1
O=C(CN(Cc1ccccc1)C(=O)c1ccco1)NCc1ccc(F)cc1	-13	2	5	-6	13	0	7	1	-1
COc1ccc(NC(=O)C(=O)N/N=C/c2cc(C)n(-c3cccc(Cl)c3Cl)c2C)c(OC)c1	0	3	-3	10	-11	4	-3	-9	-4
CCn1c(SCC(=O)Nc2ccc3[nH]c(=O)[nH]c3c2)nnc1-c1ccccc1	3	1	3	1	15	37	3	-2	1
Cc1cccc(NC(=O)CSc2nc(C)c(Cc3ccccc3)c(=O)[nH]2)c1C	.	1	0	-12	8	7	0	-4	0
Cc1ccc(OCc2nnc(N)s2)cc1C	0	-1	-9	-5	5	25	-3	1	1
COc1ccccc1NC(=O)Cn1cncc1-c1ccc([N+](=O)[O-])cc1	-2	-2	-6	-6[fluorescence artefact?]	16	2	2	-3	1
COC(=O)Cc1c(O)ccn(Cc2cccc3ccccc23)c1=O	-3	-1	-3	-14	-14	2	-6	-1	0
O=C(NCc1ccccc1Cl)C(=O)c1c[nH]c2ccccc12	-2	-1	4	3	6	13	-2	2	0
Nc1ccnc(C(F)(F)F)c1C(=O)c1ccccc1	23	-1	17	8	22	1	10	2	-2
CC(NC(=O)c1ccc(F)cc1)c1nc2ccccc2n1Cc1ccccc1F (stereo not given)	-7	-2	-6	-2	10	3	-1	0	-2
Cc1cc(NC2C3CC4CC(C3)CC2C4)n2nnnc2n1 (stereo not given)	2	0	-6	1	7	0	-3	1	-2
Cc1ccccc1CC1(CO)CCCN(Cc2nc(-c3cccs3)oc2C)C1 (stereo not given)	-1	2	-10	-1	9	21	-3	-4	-2
CCOC(=O)C1(CCOC)CCN(Cc2ccc(C(=O)OC)cc2)CC1	1	0	-3	-16	9	20	-2	.	.
CCC(C)COC(=O)c1ccc(C(=O)O)cc1 (stereo not given)	-5	-3	2	5	16	1	1	5	0
CCOC(=O)C1=C(CSc2nc(C)cc(C)c2C#N)OC(N)=C(C#N)C1c1cccs1 (stereo not given)	-3	-3	3	-9	17	2	7	16	28
CCC(Nc1nc(-c2ccccc2)nc2ccccc12)C(=O)O (stereo not given)	0	-1	-3	15	12	3	6	1	3
CCc1ccc2nc(N)sc2c1	1	3	0	-8	11	4	0	-1	1

Sorted by number of heavy atoms (smallest number first): 15 of the compounds above
SMILES	hK5 inh	Wee1 degr inh	thrombin 1536	14-3-3 Bad inh	FXIIa inh 1536	Hck-Nef inh	FXIa inh	Runt-SMMHC FRET	Runt-CBFb FRET
CCc1ccc2nc(N)sc2c1	1	3	0	-8	11	4	0	-1	1
Cc1ccc(OCc2nnc(N)s2)cc1C	0	-1	-9	-5	5	25	-3	1	1
CCC(C)COC(=O)c1ccc(C(=O)O)cc1 (stereo not given)	-5	-3	2	5	16	1	1	5	0
Nc1ccnc(C(F)(F)F)c1C(=O)c1ccccc1	23	-1	17	8	22	1	10	2	-2
Cc1cc(NC2C3CC4CC(C3)CC2C4)n2nnnc2n1 (stereo not given)	2	0	-6	1	7	0	-3	1	-2
O=C(NCc1ccccc1Cl)C(=O)c1c[nH]c2ccccc12	-2	-1	4	3	6	13	-2	2	0
CCC(Nc1nc(-c2ccccc2)nc2ccccc12)C(=O)O (stereo not given)	0	-1	-3	15	12	3	6	1	3
COC(=O)Cc1c(O)ccn(Cc2cccc3ccccc23)c1=O	-3	-1	-3	-14	-14	2	-6	-1	0
CCOC(=O)C1(CCOC)CCN(Cc2ccc(C(=O)OC)cc2)CC1	1	0	-3	-16	9	20	-2	.	.
O=C(CN(Cc1ccccc1)C(=O)c1ccco1)NCc1ccc(F)cc1	-13	2	5	-6	13	0	7	1	-1
CCn1c(SCC(=O)Nc2ccc3[nH]c(=O)[nH]c3c2)nnc1-c1ccccc1	3	1	3	1	15	37	3	-2	1
CC(NC(=O)c1ccc(F)cc1)c1nc2ccccc2n1Cc1ccccc1F (stereo not given)	-7	-2	-6	-2	10	3	-1	0	-2
O=C(O)c1ccc(S(=O)(=O)c2ccc3c(c2)C(=O)N(c2ccc(O)cc2)C3=O)cc1	1	-3	1	2	9	34	1	-1	1
CCOC(=O)C1=C(CSc2nc(C)cc(C)c2C#N)OC(N)=C(C#N)C1c1cccs1 (stereo not given)	-3	-3	3	-9	17	2	7	16	28
COc1ccc(NC(=O)C(=O)N/N=C/c2cc(C)n(-c3cccc(Cl)c3Cl)c2C)c(OC)c1	0	3	-3	10	-11	4	-3	-9	-4

Compounds as they come; 4.2% or so of the library scored in one or more.
